# High-throughput results as filed in PubChem BioAssay.
# HePTP inh – human HePTP phosphatase inhibition; P35236; recombinant HePTP phosphatase activity, OD absorbance; inhibition, % at 20 µM; 110,000 compounds, 0.64% hits; AID 521; in the data active = inhibition above about 50%;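 also: plate controls were vehicle for no effect and reference inhibitor for full effect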
# Target sequence (P35236 whole entry, looked up): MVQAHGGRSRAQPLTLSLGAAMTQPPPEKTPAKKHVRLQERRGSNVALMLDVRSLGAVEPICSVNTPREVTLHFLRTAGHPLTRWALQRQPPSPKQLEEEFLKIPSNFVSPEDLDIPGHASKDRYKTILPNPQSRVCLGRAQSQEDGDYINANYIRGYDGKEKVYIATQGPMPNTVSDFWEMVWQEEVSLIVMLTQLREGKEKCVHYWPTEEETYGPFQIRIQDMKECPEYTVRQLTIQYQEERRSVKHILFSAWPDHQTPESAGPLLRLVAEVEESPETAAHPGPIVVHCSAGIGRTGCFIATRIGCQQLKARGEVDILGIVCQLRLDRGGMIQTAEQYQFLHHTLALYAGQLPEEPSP
# BAP1 inh – inhibitors of human BAP1 deubiquitinase; 72,000 compounds, 0.48% hits; recombinant BAP1, Ub-AMC hydrolysis fluorescence kinetic; hits give low values; AID 436; activity remaining (% of control), % at 20 µM;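 active = activity remaining at or below 50% of control, provided the compound also passes the data quality filters; inactive = the rest, including low values that fail the filters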;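 also: 100% = DMSO wells rate and 0% = substrate alone blank rate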
# Target sequence (Q92560 whole entry, looked up): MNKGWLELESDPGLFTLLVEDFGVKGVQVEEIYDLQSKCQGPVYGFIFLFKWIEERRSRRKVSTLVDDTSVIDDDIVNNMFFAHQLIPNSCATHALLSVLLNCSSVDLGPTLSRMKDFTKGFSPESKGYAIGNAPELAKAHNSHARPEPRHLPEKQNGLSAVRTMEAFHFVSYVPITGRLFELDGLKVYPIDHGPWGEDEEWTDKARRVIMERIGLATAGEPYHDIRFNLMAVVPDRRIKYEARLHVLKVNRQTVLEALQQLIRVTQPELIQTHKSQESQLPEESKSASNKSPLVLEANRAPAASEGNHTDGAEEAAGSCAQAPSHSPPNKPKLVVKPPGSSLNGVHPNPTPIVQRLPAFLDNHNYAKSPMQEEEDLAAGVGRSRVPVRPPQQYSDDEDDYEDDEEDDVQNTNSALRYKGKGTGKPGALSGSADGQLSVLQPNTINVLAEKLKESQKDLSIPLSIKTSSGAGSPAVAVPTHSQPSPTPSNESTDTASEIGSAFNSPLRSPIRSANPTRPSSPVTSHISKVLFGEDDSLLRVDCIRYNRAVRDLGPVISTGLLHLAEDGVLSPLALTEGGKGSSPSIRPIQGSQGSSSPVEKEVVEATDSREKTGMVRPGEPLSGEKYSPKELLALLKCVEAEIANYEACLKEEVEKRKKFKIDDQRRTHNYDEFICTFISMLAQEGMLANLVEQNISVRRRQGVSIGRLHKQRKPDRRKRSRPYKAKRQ
# * hit, by the source's call; · = no result given.
SMILES,HePTP inh,BAP1 inh
CCOc1ccc(C(=O)CN2CCN(S(=O)(=O)c3ccc(Cl)cc3)CC2)cc1,9.4,61.5
Cc1cc(=O)n2cc(Br)ccc2n1,3.4,·
Nc1ccnn1Cc1cccnc1,5.9,118.0
COc1cc(-c2nnc(COc3ccc4cc(Br)ccc4c3)o2)cc(OC)c1OC,4.0,84.6
Cc1onc(-c2c(Cl)cccc2Cl)c1C(=O)NCc1ccco1,-1.4,89.4
Cc1cccc(-c2nc3cc(NC(=O)c4ccc(Br)o4)ccc3o2)c1,10.8,·
Cc1cc(C(=O)NCCCN2CCN(C3CCCCC3)CC2)n(-c2ccccc2)n1,-7.1,99.4
CN1C(=O)c2cccc3c(S(=O)(=O)NCc4ccco4)ccc1c23,-4.5,66.8
Cc1onc(-c2ccccc2Cl)c1C(=O)NCCNc1ccc([N+](=O)[O-])cc1Cl,5.9,·
O=C(c1ccccc1F)N1CCN(Cc2ccco2)CC1,-0.1,·
C=CCNC(=O)C(NC(=O)c1ccccc1)=C1CCCCC1,5.0,·
CCN(CC)c1ccc(/C=C2\C(=O)NC(=S)N(c3ccc(Cl)cc3)C2=O)o1,3.5,·
COc1ccc(C)cc1NC(=O)/C=C/c1ccccc1,-19.1,·
Cc1oc2ncnc(N)c2c1C,6.9,118.8
COCCNC(=O)C(c1ccccc1)N(C(=O)Cn1nnc2ccccc21)c1cccnc1 (stereo not drawn),7.6,102.2
COc1ccc(C2(CCN)CC(C)N(C)CC2C)cc1 (stereo not drawn),6.6,105.7
C=CCN1C(=O)/C(=C/c2ccc(OC(=O)c3ccccc3I)c(OC)c2)SC1=S,3.5,·
CCCOc1ccccc1C1C(C(=O)OCC)=C(C)NC2=C1C(=O)CC(c1ccc(Cl)cc1)C2 (stereo not drawn),7.8,·
Fc1ccc2c(Cl)c(-c3nnc(-c4cccs4)o3)sc2c1,-5.3,·
O=C(Nc1cccnc1)c1cccc(Cl)c1Cl,-17.8,·
CCc1ccccc1NC(=O)c1cncc(Br)c1,4.0,·
CCOC(=O)N1CCC(NC(=O)c2cc(C(=O)NC3CCCC3)ccc2CO)CC1,7.1,101.2
O=C(Nc1ccc(-c2cn3ccccc3n2)cc1)c1ccccc1Cl,-1.9,·
Cc1ccc(C)c(NC(=O)CN(C)S(=O)(=O)c2ccccc2)c1,7.3,79.0
COc1ccc(Cl)cc1NC(=O)C1=C(C)NC(=O)NC1c1ccccc1Cl (stereo not drawn),-3.3,·
CCOC(=O)c1c(-c2cc(C)ccc2C)csc1N,5.8,·
O=C1NC(=Nc2ccccc2)S/C1=C/c1ccc(O)cc1,-0.9,·
COc1ccc(CNS(=O)(=O)c2ccc(Br)cc2)cc1,4.0,·
O=C(/C=C/c1cccc2ccccc12)c1ccc(NC(=O)c2cccs2)cc1,-4.7,·
Cc1ccc(NC(=O)CCSc2nnc(-c3ccco3)o2)cc1,-9.2,75.1

# Copied from the entries so far for reference:
SMILES,HePTP inh,BAP1 inh
COc1ccc(C2(CCN)CC(C)N(C)CC2C)cc1 (stereo not drawn),6.6,105.7
C=CCN1C(=O)/C(=C/c2ccc(OC(=O)c3ccccc3I)c(OC)c2)SC1=S,3.5,·

# Further entries
SMILES,HePTP inh,BAP1 inh
Cc1cc(C)nc(/N=C(/N)Nc2ccc(-c3ccccc3)cc2)n1,-1.3,·
CC(Oc1ccc(Cl)cc1Cl)C(=O)NC12CC3CC(CC(C3)C1)C2 (stereo not drawn),-1.7,·
CCOC(=O)c1[nH]nc2c1C(=O)N(c1ccc(OC)c(Br)c1)C2=O,-9.8,·
CCOC(=O)c1ccccc1NC(=O)Cn1cnc2c(nnn2-c2ccc(C)cc2)c1=O,-10.6,62.5
COc1ccccc1C(=O)Nc1nnc(-c2ccc(F)cc2)o1,4.8,90.8
Cc1ccc2cc(C#N)c(SCC(=O)NCc3ccco3)nc2c1,5.2,107.6
Cc1ccc(C)c(NC(=O)/C=C/c2ccc3c(c2)OCO3)c1,0.5,·
COc1cc(C2NC(=O)NC(C)=C2C(=O)Nc2cccc(C)c2C)cc(OC)c1OC (stereo not drawn),2.8,97.7
Cc1cc(NCCN2CCOCC2)n2nc(C)c(-c3ccccc3)c2n1,-4.1,62.8
CC1CCCN(CC(=O)Nc2ccc(S(=O)(=O)NC3CCCCC3)cc2)C1 (stereo not drawn),6.4,69.7
COc1ccc(C2=NCC(CSc3nccc(=O)[nH]3)S2)cc1 (stereo not drawn),14.8,99.0
Cn1c(/C(C#N)=C(\O)COc2ccc3ccccc3c2)nc2ccccc21,-3.7,·
Cn1c(Cl)cnc1-c1cc(=O)c2cc(Cl)ccc2o1,·,181.4
CC/C(C)=N/Oc1nc(N)nc(N(C)C)n1,-14.4,·
COC(=O)C1=C(C)NC(C)=C(C(=O)OC)C1c1ccc(-c2cccc(Br)c2)o1,-3.1,·
O=C(c1ccco1)N1CCN(S(=O)(=O)c2ccc(S(=O)(=O)NC3CCCC3)cc2)CC1,7.9,104.8
COc1cccc(/C=C/C(=O)c2ccc(Cl)cc2)c1OC,-1.9,·
O=C1c2ccccc2-c2c1c(-c1ccccc1[N+](=O)[O-])nc1ccc3ccccc3c21,·,66.8
COc1ccc(CCN2C(=O)c3ccccc3C2(O)c2ncc[nH]2)cc1OC (stereo not drawn),·,91.5
COC(=O)c1[nH]c2cccc(OC)c2c1NC(=O)CCN1CCN(c2ccccc2OC)CC1,2.2,89.2
CCS(=O)(=O)Nc1ccc(-c2nnc(SCC(=O)c3cccc(OC)c3)o2)cc1,4.6,96.6
CCOc1ccc(C2NC(=O)c3n[nH]c(C)c32)cc1 (stereo not drawn),2.3,94.9
COc1ccc(OC(C)C(=O)Nc2ccc(S(N)(=O)=O)cc2)cc1 (stereo not drawn),5.8,·
COc1ccc(NS(=O)(=O)c2ccc(C)c(C(=O)O)c2)cc1,-2.2,94.2
O=C(NC(=S)Nc1nc(-c2ccccc2)cs1)c1ccccc1,-4.4,·
COc1ccccc1C(=O)N(Cc1cccs1)C1CCS(=O)(=O)C1 (stereo not drawn),7.4,113.7
C=CCc1cc(C)cc(C)c1OCCn1cncn1,0.1,124.6
O=C(NCc1ccccn1)Nc1ccc(Cl)c(Cl)c1,9.5,83.2
O=C(OCCOCCN=C1NS(=O)(=O)c2ccccc21)c1ccncc1,6.7,119.8
CCc1nnc(NC(=O)CCC(=O)N2CCCC2)s1,-7.4,84.0

# Among those listed so far, these contain a nitro group on carbon.
SMILES,HePTP inh,BAP1 inh
Cc1onc(-c2ccccc2Cl)c1C(=O)NCCNc1ccc([N+](=O)[O-])cc1Cl,5.9,·
O=C1c2ccccc2-c2c1c(-c1ccccc1[N+](=O)[O-])nc1ccc3ccccc3c21,·,66.8

# The list goes on.
SMILES,HePTP inh,BAP1 inh
O=C(NC(NC(=S)Nc1ccccc1Cl)C(Cl)(Cl)Cl)c1ccccc1F (stereo not drawn),-8.6,·
O=c1c2[nH]c3ccccc3c2ncn1CCN1CCCCC1,-10.8,68.7
CCOC(=O)C1=C(C)N=c2s/c(=C\c3cc(OC)ccc3OC)c(=O)n2C1c1ccc(F)cc1 (stereo not drawn),-0.8,·
O=C(CSc1nc2ccccc2n1Cc1ccccc1)N/N=C/c1ccco1,-16.9,·
Cc1cccn2c(=O)c3cc(C#N)c(=O)n(-c4c(C)n(C)n(-c5ccccc5)c4=O)c3nc12,2.5,75.8
O=C(CSc1nc2cc(S(=O)(=O)N3CCOCC3)ccc2o1)NC1CCCc2ccccc21 (stereo not drawn),5.2,51.5
O=C(/C=C/c1ccc(F)cc1)Nc1ccccc1Cl,-1.9,·
Cc1cc(C(=O)O)c(NC(=O)c2ccccc2)s1,·,72.8
Nc1ncnc2c1CCC2,-4.5,105.5
CC(C)C1=CC23CCC4C(C)(C(=O)O)CCCC4(C)C2CC1C1C(=O)N(c2ccc(O)cc2)C(=O)C13 (stereo not drawn),4.1,·
CCOC(=O)C1=C(C)N=c2s/c(=C\c3cc(OC)ccc3OC)c(=O)n2C1c1cccc(OC)c1 (stereo not drawn),-5.5,·
Cc1cc(C(=O)OCC(=O)Nc2ncc(C(F)(F)F)cc2Cl)c(C)o1,-5.5,85.9
O=C1CCc2cc(S(=O)(=O)N3CCC(C(=O)NC4CCCC4)CC3)ccc2N1,-0.8,95.9
CC(C)OC(=O)CSc1nnc(-c2cnccn2)n1Cc1ccco1,9.0,110.1
COC(=O)Cn1ccc(N(C)C)c(C#N)c1=O,16.4,73.9
Cc1cc(C)nc(Nc2ccccc2Br)n1,8.9,111.8
O=C1Nc2c(Cl)cc(Cl)c3cccc1c23,7.1,·
CCOc1cc(C(=O)N(C)Cc2cc3ccccc3[nH]c2=O)cc(OCC)c1OCC,1.5,87.7
CCCc1[nH]nc2c1C(c1cc(OC)cc(OC)c1)C(C#N)=C(N)O2 (stereo not drawn),-0.5,107.5
CCCC(=O)Nc1cccc(NC(=O)c2cc([N+](=O)[O-])ccc2Cl)c1,7.7,·
CN1CCN(C(=O)c2nn3c(C(F)(F)F)cc(-c4ccccc4)nc3c2Cl)CC1,6.0,·
O=C(O)c1ccc(N/C(=N\S(=O)(=O)c2ccccc2)c2ccccc2)cc1,-4.6,·
COc1ccc(Cc2c(O)nc(SC)[nH]c2=O)cc1,-3.1,·
COc1ccc(-c2cc(C(=O)Nc3ccc(F)cc3)c3ccccc3n2)cc1OC,-9.2,·
COc1ccccc1N(CC(=O)N1CCCCC1)S(=O)(=O)c1ccccc1,0.5,102.9
CCOc1ccc(C2c3c(oc4ccccc4c3=O)C(=O)N2c2ccc(C)cn2)cc1OC (stereo not drawn),-2.8,81.1
CCc1cc(C(=O)OC)c(N2C(=O)C3C4C=CC(C4)C3C2=O)s1 (stereo not drawn),-10.9,50.1
CCOc1ccc(C2CC(=O)NC(SCc3ccccc3)=C2C#N)cc1OC (stereo not drawn),-2.8,·
NC(=O)c1nn2c(c1Br)NC(c1ccccc1)CC2C(F)(F)F (stereo not drawn),-12.3,·
CCOC(=O)c1c(CN(C)C)n(-c2ccccc2)c2ccc(OC(C)=O)cc12,2.4,·
COC(=O)c1ccc(-n2c(C)ccc2-c2ccccc2)cc1,2.5,·
Cc1cccn2c(=O)c(C=NCc3ccccc3)c(NCCO)nc12,-2.4,296.4
CCc1ccc(N2C(=O)/C(=C/c3ccc(O)c(OC)c3)C(=O)NC2=S)cc1,-3.3,·
CCOC(=O)c1ccc2nc(C)c(CCC(C)=O)c(Cl)c2c1,-2.4,·
O=C1CC(c2ccccc2[N+](=O)[O-])c2ccccc2N1 (stereo not drawn),-3.3,83.2
Cc1cc(Cl)ccc1NC(=O)CSc1nnc(Cc2cccs2)n1Cc1ccco1,9.3,93.3
CCCC1=C(C(=O)OCC)C(c2ccc(N(C)C)cc2)n2ncnc2N1 (stereo not drawn),-4.4,83.3
O=C(O)C1CC=CCC1C(=O)Nc1cc(Cl)ccc1Cl (stereo not drawn),-9.0,75.8
CCOC(=O)Cc1csc(NC(=O)COc2cc(C)ccc2C(C)(C)C)n1,9.3,·
COC(=O)c1sccc1NC(=O)Cn1nnc(-c2ccc(C)cc2)n1,4.4,92.7
CCOC(=O)c1ccc(NC(=O)CC(C)=O)cc1,-10.1,·
CCOC(=O)C(CCOc1c(C)cc(C)cc1Cl)C(=O)OCC,1.7,·
COc1ccc(C(C[N+](=O)[O-])c2c(-c3ccccc3)n(C)c3ccccc23)cc1 (stereo not drawn),·,165.9
COc1ccc(C2CC(=O)C3=C(C2)Nc2ccccc2NC3c2ccc(Br)s2)cc1 (stereo not drawn),0.6,·
CCOC(=O)c1ccccc1NC(=O)CN1C(=O)c2ccccc2S1(=O)=O,2.4,114.1

# The final 6 records of the part above open the next one:
SMILES,HePTP inh,BAP1 inh
COC(=O)c1sccc1NC(=O)Cn1nnc(-c2ccc(C)cc2)n1,4.4,92.7
CCOC(=O)c1ccc(NC(=O)CC(C)=O)cc1,-10.1,·
CCOC(=O)C(CCOc1c(C)cc(C)cc1Cl)C(=O)OCC,1.7,·
COc1ccc(C(C[N+](=O)[O-])c2c(-c3ccccc3)n(C)c3ccccc23)cc1 (stereo not drawn),·,165.9
COc1ccc(C2CC(=O)C3=C(C2)Nc2ccccc2NC3c2ccc(Br)s2)cc1 (stereo not drawn),0.6,·
CCOC(=O)c1ccccc1NC(=O)CN1C(=O)c2ccccc2S1(=O)=O,2.4,114.1
O=C(COc1ccc(Cl)cc1Br)N1CCN(c2ccccn2)CC1,9.9,·
Cc1ccc2oc(=O)cc(CN3CCOCC3)c2c1,-11.5,86.8
O=C(CN(C(=O)CSc1nnc(COc2ccccc2)o1)c1ccc(F)cc1)NC1CCCC1,-1.9,100.9
O=C(Cc1ccccc1)OCC(=O)c1ccc([N+](=O)[O-])cc1,·,137.2
Cc1ccccc1-c1nc(CS(=O)CC(=O)NCCN2CCOCC2)c(C)o1 (stereo not drawn),-14.0,103.7
Cc1nc2c(OCc3ccccc3)cccn2c1CC#N,·,90.8
O=C1c2ccccc2C(Nc2ccc(F)c(Cl)c2)N1Cc1ccco1 (stereo not drawn),13.2,78.6
COC(=O)CCC(=O)c1oc2ccccc2c1N,1.4,62.5
O=C1CC(Cc2ccccc2)C(=O)N1c1ccc2ccccc2n1 (stereo not drawn),3.8,·
Cc1ccc(S(=O)(=O)NC(=O)N2CCN(c3ccc(F)cc3)CC2)cc1,-4.7,·
CC1=NCCN1S(=O)(=O)c1cc(Cl)ccc1Cl,0.0,98.9
CC(=O)N1CCN(c2ccc(Oc3ncnc4sccc34)cc2)CC1,-4.6,108.2
C=CCn1c(C(O)c2ccccc2)nc2ccccc21 (stereo not drawn),8.6,·
CCOC(=O)CC(=O)CSc1ncnc2c1cnn2-c1ccccc1,-6.6,80.0
Cc1ccc(NC(=O)C2CCN(S(=O)(=O)c3cccc4nonc34)CC2)nc1,3.1,99.9
CCOc1ccc2[nH]c(=O)c(CN(Cc3cccnc3)C(=O)Nc3ccccc3OC)cc2c1,6.2,·
Cc1ccnc(NC(=O)c2ccc(OCC(C)C)cc2)c1,-3.6,·
CC(=O)c1cc(F)c(N2CCN(C(=O)c3ccco3)CC2)cc1C,11.9,94.2
O=C(CSc1nnc(-c2ccncc2)n1C1CCCCC1)Nc1ccccc1,-11.4,97.7
CCN(CC)CCCN1C(=O)C(=O)/C(=C(/O)c2ccc3c(c2)OCCO3)C1c1ccc(C)o1 (stereo not drawn),13.5,42.9*
